CASP6 VEID inh – human caspase-6 inhibitors, primary screen, biochemical, VEID-R110 fluorescence, single point, set 2. AID 686996, 2013. P55212. 0.53% of 350,000 active. inhibition, % at 12.5 µM. purified caspase-6, Z-VEID-R110 cleavage fluorescence;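 active = mean inhibition across replicates at least about 35%, with every replicate also reaching that limit, limit read from the data; inconclusive = only one of the two criteria met; inactive = neither criterion met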;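 note: 0% = median of neutral control wells and 100% = no fluorescence left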
Target sequence (P55212 24-179 limits assumed): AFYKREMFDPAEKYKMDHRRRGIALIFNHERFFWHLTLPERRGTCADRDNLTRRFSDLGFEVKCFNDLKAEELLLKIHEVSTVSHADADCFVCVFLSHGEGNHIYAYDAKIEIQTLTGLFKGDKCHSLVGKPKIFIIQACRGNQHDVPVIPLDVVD
Target sequence (P55212 194-293 limits assumed): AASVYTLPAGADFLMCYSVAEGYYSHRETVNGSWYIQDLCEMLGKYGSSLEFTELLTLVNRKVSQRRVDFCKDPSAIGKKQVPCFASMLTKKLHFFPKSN
EWS-Fli inh – EWS/Fli-driven NR0B1 reporter inhibitors, primary screen, A673 cells, NR0B1 luciferase, luminescence, MLPCN library; viability-normalised; inhibition, % at 12.6 µM; 0.67% of 350,000 active; AID 651661, 2012;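 active = mean inhibition of at least 50% after viability correction, with every replicate also passing that limit; inconclusive = mean reaches 50% but only one of two replicates passes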;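 note: firefly luciferase signal divided by Alamar Blue viability fluorescence both relative to DMSO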
PAX8 reporter – inhibitors of PAX8-driven TPO luciferase reporter, primary screen, RMG-I cells, single concentration. SteadyGlo, 24 h. inhibition, % at 12.6 µM. 1.2% of 360,000 active. AID 652154, 2013;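 active = mean replicate inhibition at least 60% with every replicate also reaching 60%; inconclusive = only one of the two criteria is met; inactive = mean below 60% and not all replicates reaching 60%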;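 note: luciferase light reporting Pax8 driven TPO promoter activity; plate controls were median of neutral control wells for no effect and mitoxantrone controls for full effect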
miR-122 sensor – miR-122 Renilla sensor signal increase in Huh7, primary screen, miR-122 inhibitor project, cell-based, single point, plate reader; Huh7 miR-122 Renilla luciferase sensor, 48 h; neutral wells = 0, positive control = 100; activation (reporter increase), % at 12.5 µM; 0.3% of 340,000 active; AID 602342, 2012;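 active = mean replicate activation score at least 90 and every replicate individually at or above 90; inconclusive = only one of the two criteria met; inactive = neither criterion met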;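 note: higher luciferase means less miR-122 activity so hits act as miR-122 inhibitors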
FN deposit inh – inhibitors of fibronectin matrix deposition, primary screen, AH1F cells, Alexa488-fibronectin fluorescence, plate reader; AH1F fibroblasts, overnight; inhibition, % at 12.6 µM; 0.086% of 350,000 active; AID 743247, 2014;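 active = mean inhibition across replicates of 30% or more, regardless of how many single replicates reach that level; inconclusive = mean under 30% yet at least half of replicates reach 30%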;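 note: positive control wells lacked labelled fibronectin entirely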
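Material: AH1F fibroblast monolayer depositing Alexa488-labelled fibronectin into matrix / Amount: 10000 AH1F cells per well / Signal: fluorescence 485/525 nm / Medium: DMEM, 2% serum / Compound: single dose, pinned / Incubation: 1 h cell adhesion before compound, then overnight fibronectin incubation / Reagent: Alexa488-FN, 24 nM final / Read-out: inhibition of fibronectin deposition signal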
Cneo AK release – Cryptococcus neoformans cell lysis inducers, primary screen, AK release luminescence, single concentration | 0.2% of 360,000 active | lysis activity, % at 15 µM | C. neoformans lysis, adenylate kinase release luminescence, 4 h; normalised: neutral wells 0, clomiphene wells 100;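 active = mean lysis activity across replicates of at least 80%, whatever share of replicates individually reach that level; inactive = mean lysis activity below 80%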
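Material – Cryptococcus neoformans yeast cells · Quantity – 5 × 10^6 yeast cells/mL · Buffer or medium – YPD medium · Compound – single dose · Timing – 4 h static compound exposure, 37 °C, read 1 h post-reagent · Signal – adenylate kinase release luminescence · Read-out basis – lysis from increased AK signal · Benchmarks – Clomiphene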
PGC1a acetyl inh – inhibitors of PGC1a acetylation signal, primary screen, cell-based, U2OS, AlphaScreen, inhibitor mode | AlphaScreen anti-acetyl-lysine; with virally co-expressed GCN5 acetyltransferase | inhibition, % at 15.6 µM | 0.17% of 350,000 active;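 active = every replicate shows inhibition of at least 40%; inconclusive = mean inhibition at least 40% but some replicate below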;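 note: 0% = neutral control wells and 100% = positive control wells; some results beyond the cut were filed as inactive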
LGR2 antag – inhibitors of bursicon-induced LGR2 CRE-luciferase signal, primary screen, cell-based, HEK293, CRE-luciferase reporter, bursicon stimulation. inhibition, % at 9.99 µM. Drosophila bursicon receptor LGR2 (rickets). 0.35% of 380,000 active. bursicon-stimulated, 4 h;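 active = drop in luminescence signal, shown as inhibition above about 50% in the replicate tests, limit read from the data, passing the limit was not always enough; inconclusive = probably only some replicates passing the limit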;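 note: agonist challenge used bursicon conditioned medium at about half maximal strength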
* = called active by the depositor; ? = inconclusive; / = not tested or not shown; & = joins results of further samples; [ ] = remark or other dose.

Each structure is followed by: CASP6 VEID inh, EWS-Fli inh, PAX8 reporter, miR-122 sensor, FN deposit inh, Cneo AK release, PGC1a acetyl inh, LGR2 antag
> COc1ccc(OC(=O)N(C)C[C@@H]2OCc3ccccc3-c3c(n(C)c4ccccc34)C(=O)N([C@H](C)CO)C[C@H]2C)cc1
  -3, /, 3, /, 6, /, -38, 11
> C(=NN1CCCCCC1)c1c[nH]c2ccccc12
  -1, 1, 7, 8, 8, 1, 13, -8
> C=C1[C@H]2CC[C@H]3[C@]4(C)C[C@H](O[C@H]5O[C@H](CO)[C@@H](OS(=O)(=O)O)[C@H](OS(=O)(=O)O)[C@H]5OC(=O)CC(C)C)C[C@@H](C(=O)O)[C@H]4CC[C@]3(C2)[C@H]1O
  -1, 8, -20, 1, -2, 0, -15, 11
> CC1CN2c3ccc([N+](=O)[O-])cc3CC3(C(=O)N(C)C(=O)N(C)C3=O)C2C(C)O1 (configuration not stated)
  1, 5, 23, /, 12, /, /, 18
> CC(C)CC(C)N (configuration not stated)
  2, -1, /, -3, /, 1, -3, -14
> C=CCN1C(=O)C2(C(C(=O)OCC)=C(N)Oc3c2c(=O)oc2ccccc32)c2ccccc21 (configuration not stated)
  /, /, 8, 1, 6, -1, -1, /
> Cc1ccc(-c2nc3ccccc3c(=O)n2-c2ccccn2)cc1
  17, -12, 10, /, 1, /, /, /
> O=C(NCC(c1cccnc1)N1CCN(c2ccc(F)cc2)CC1)Oc1ccccc1 (configuration not stated)
  -4, 6, /, -8, /, -3, 6, 11
> CC(=O)N1CCN(CCN=Cc2c(O)n(-c3ccc(F)cc3)c(=S)[nH]c2=O)CC1
  -1, 4, -3, -5, 1, -1, 27, -1
> Cc1ccc(OCC(=O)N2CCN(Cc3cccnc3)CC2)cc1
  -3, 0, -10, 3, 10, 1, -11, -6
> Cc1cc(NC(=O)CCl)on1
  6, 14, -10, /, 0, /, -13, -19
> O=P(CCl)(Nc1ccccc1)C(Cl)(Cl)Cl (configuration not stated)
  -6, 8, 26, /, 2, /, /, -7
> CCN1CCN(C(=O)COc2ccc(S(=O)(=O)N3CCOCC3)cc2Cl)CC1
  -4, 10, -11, 1, 2, 0, /, 0
> Cc1cc(N2CCOCC2)nc2ccc(NC(=O)CCC(=O)N3CCC4(CC3)OCCO4)cc12
  /, /, -37, -13, 2, -2, -6, /
> COc1ccc(OC(=O)N(C)C[C@H]2OCc3cnnn3CCCC(=O)N([C@@H](C)CO)C[C@H]2C)cc1
  9&2, 5&-7&-3, -5&3&5, 0, 1, 0&0, -5&-8&4, 14&-1

Following part
Each structure is followed by: CASP6 VEID inh, EWS-Fli inh, PAX8 reporter, miR-122 sensor, FN deposit inh, Cneo AK release, PGC1a acetyl inh, LGR2 antag
> Nc1cc2nc3ccccc3nc2cc1N
  7, -35, 15, -2, 2, 2, 1, /
> O=C(Cc1ccccc1)OCCNC(=O)c1cccnc1
  /, /, /, -2, /, -1, -10, 5
> COC1CCC(OC2CC(C3(C)CCC4(CC(O)C(C)C(C(C)/C=C(\C)C(=O)C(C)CC(C)C(=O)O)O4)O3)OC3(OC(C4OC(O)(CO)C(C)CC4C)CC3C)C2C)OC1C (configuration not stated)
  11, 65*, 106*, -2, -7, /, 1, /
> C[C@]12CC(=O)CC1CCC1C2CC[C@@]2(C)C1CC[C@@H]2O (some centres not stated)
  3, -4, 7, -10, -3, -3, -2, 1
> Cc1ccc(S(=O)(=O)N(C)C)cc1NC(=O)C(C)[N+]12CCN(CC1)CC2 (configuration not stated)
  -2, 6, 4, /, /, /, /, 0
> CCC(=O)N1CC(=O)Nc2ccc(Cl)cc2C1c1ccc(F)cc1 (configuration not stated)
  /, /, -20, 5, 1, -2, -1, /
> CC1=C(C/C(C)=C/c2ccccc2)/C(=C/CO)[C@@H]2OC(=O)O[C@]2(C)C12CC2
  0, 10, 4, 4, -2, -2, ?, /
> O=C1CN(O)C(c2ccccc2)=c2cc(Cl)ccc2=N1
  2, 0, -7, /, 2, -1, /, 4
> COC(=O)[C@H]1[C@H](CO)[C@H]2Cn3c(ccc(C4=CCCCC4)c3=O)[C@@H]1N2CC1CC1
  2, -74, /, /, /, -3, /, 0
> O=C1Nc2cc(C(=O)N3CCC4(CC3)OCCO4)ccc2S/C1=C\c1ccccc1
  7, /, 10, 2, -12, 0, -8, 5
> COC(=O)C1=C(c2cccc(C#N)c2)C[C@@H]2CC[C@H]1N2C(=O)NCCO
  0, -1, -26, 1, 7, -1, /, -11
> CN1CCc2cc(O)cc3c2[C@H]1Cc1ccc(O)c(O)c1-3
  7, -228, ?, -3, 4, -3, 16, 24
> COc1ccc(C(=O)C2CCCN(Cc3cnc(C)s3)C2)cc1OC (configuration not stated)
  /, -3, 23, /, 5, /, /, -3
> CC(=O)OC1CC[C@@]2(C)C(=CC(=O)C3C4CCC(OC(C)=O)[C@@]4(C)CCC32)C1 (some centres not stated)
  0, 1, -36, -30, -5, 2, 3, 9
> Clc1cnc(Oc2ccc(Oc3ncc(Cl)cc3Cl)cc2)c(Cl)c1
  0, 8, /, -5, /, 0, -5, 11

Fetched by structure from above, 5 records:
Each structure is followed by: CASP6 VEID inh, EWS-Fli inh, PAX8 reporter, miR-122 sensor, FN deposit inh, Cneo AK release, PGC1a acetyl inh, LGR2 antag
> COC(=O)[C@H]1[C@H](CO)[C@H]2Cn3c(ccc(C4=CCCCC4)c3=O)[C@@H]1N2CC1CC1
  2, -74, /, /, /, -3, /, 0
> Cc1ccc(S(=O)(=O)N(C)C)cc1NC(=O)C(C)[N+]12CCN(CC1)CC2 (configuration not stated)
  -2, 6, 4, /, /, /, /, 0
> CN1CCc2cc(O)cc3c2[C@H]1Cc1ccc(O)c(O)c1-3
  7, -228, ?, -3, 4, -3, 16, 24
> C[C@]12CC(=O)CC1CCC1C2CC[C@@]2(C)C1CC[C@@H]2O (some centres not stated)
  3, -4, 7, -10, -3, -3, -2, 1
> CCC(=O)N1CC(=O)Nc2ccc(Cl)cc2C1c1ccc(F)cc1 (configuration not stated)
  /, /, -20, 5, 1, -2, -1, /

(listing goes on)
Each structure is followed by: CASP6 VEID inh, EWS-Fli inh, PAX8 reporter, miR-122 sensor, FN deposit inh, Cneo AK release, PGC1a acetyl inh, LGR2 antag
> O=C1NC(=O)C2(CCCc3ccc(N(CCCl)CCCl)cc32)N1 (configuration not stated)
  3, 24, 4, 9, 9, -2, -3, 5
> CC(C)[C@H](NC(=O)N1C[C@H]2C[C@@H](C1)c1cccc(=O)n1C2)C(=O)Nc1ccccc1F
  -3, 0, /, -2, /, -5, 0, /
> COC(=O)C1=C(c2cccc(OCc3ccccc3)c2)C[C@@H]2CC[C@H]1N2C(=O)NCc1ccc(C(F)(F)F)cc1
  -2, 14, 21, /, -3, -2, /, 24
> C=C1N2CCC(CC2)C1(O)c1ccc(C)c(C)c1 (configuration not stated)
  /, /, -6, 1, 0, 2, 11, /
> O=[N+]([O-])c1cccc(O)c1
  -2, -5, /, -3, /, 2, -8, 5
> CN(Cc1cccc(-c2cccnc2)c1)C(=O)Oc1ccc([N+](=O)[O-])cc1
  2, -13, -15, /, /, /, /, 29
> Cc1ccccc1CCNCc1ccc(Br)cc1
  0, -4, -5, -4, 6, 3, -2, 16
> CC(C)Oc1cccc(NC(=O)c2cccn(Cc3ccc4c(c3)OC(F)(F)O4)c2=O)c1
  /, /, /, -6, 12, -3, 17, /
> COc1cccc(Oc2c(C)oc3cc(OC(=O)N(C)C)ccc3c2=O)c1
  /, /, /, -9, -3, 0, 9, /
> CC[C@H](OC(C)=O)C(C[C@H](C)N(C)C)(c1ccccc1)c1ccccc1
  2, 6, /, -5, /, 0, -25, 6
> O=C(Cc1ccccc1)N1CCCCN2[C@H](CO)[C@@H](c3ccc(-c4ccccc4)cc3)[C@H]2C1
  /, /, -7, -4[16.7 µM], /, 2, 1, 9
> COc1ccc(C2c3c(nc(C)[nH]c3=O)Oc3c2c(=O)oc2ccccc32)cc1 (configuration not stated)
  2, 8, 2, /, 8, /, /, 6
> Cc1nc2ccccc2c(=O)n1-c1ccc(Cl)cc1[N+](=O)[O-]
  2, 8, 4, 4, 4, /, /, -29
> COC(=O)[C@H]1[C@H](CO)[C@H]2Cn3c(ccc(C4=CCCCC4)c3=O)[C@@H]1N2Cc1cccnc1
  -3, -2, 3, -1[16.7 µM], /, 1, 5, -3
> Cc1c(C)c2ccc(OCC(=O)N3CCC(C(=O)O)(c4ccccc4)CC3)cc2oc1=O
  -4, 3, /, 0, /, -2, 6, 9

Later entries.
Each structure is followed by: CASP6 VEID inh, EWS-Fli inh, PAX8 reporter, miR-122 sensor, FN deposit inh, Cneo AK release, PGC1a acetyl inh, LGR2 antag
> CNP(=O)(Oc1ccccc1)OC12CC3CC(CC(C3)C1)C2 (configuration not stated)
  -1, -1, -12, /, 13, /, /, -4
> COC(=O)C1=C(c2ccc(OC)c(OC)c2)C[C@@H]2CC[C@H]1N2C(=O)NCCOc1ccccc1
  0, -7, -26, -4, 2, -3, 2, -4
> CCOC(=O)[C@]1(C#N)[C@@H]2C=CC(C(C)=O)=CN2[C@@H](C(N)=O)[C@@H]1c1ccsc1
  /, /, /, 2, /, 1, -2, 5
> CCOc1cc2c(cc1OCC)-n1cccc1C(c1cc(OC)ccc1F)NC2 (configuration not stated)
  -3, 17, 14, -9, 8, 4, 2, 3
> O=C(Cc1ccccc1)N1CCCCN2[C@@H](CO)[C@@H](c3ccc(C#Cc4ccccc4)cc3)[C@@H]2C1
  0, /, -2, -7[16.7 µM], /, 0, -14, 8
> C/C(=N\Nc1ccccc1)c1c(O)[nH]c(=O)[nH]c1=O
  8, -1, -39, /, 6, /, /, -5
> CC(Cl)(Cl)/C(=N/P(=S)(N1CCOCC1)N1CCOCC1)N1CCOCC1
  -2, -10, -22, -7, 7, 2, /, -7
> CN1CCN(CC(=O)Nc2ccc([N+](=O)[O-])cc2C(=O)c2ccccc2)CC1
  -7, -49, -13, /, -10, /, /, 19
> O=Cc1cn(Cc2ccc(Br)cc2)c2ccccc12
  2, 21, 10, -11, -2, -1, 4, 26
> COC(=O)C1=C(c2cccc(C#N)c2)C[C@@H]2CC[C@H]1N2C(=O)N1CCC(C)CC1
  -2, 3, 2, -2, -3, 38, -7, 11
> COc1ccc2c(c1)c(C(=O)CN1CCC3(CC1)OCCO3)c(C)n2Cc1ccccc1
  /, /, -3, 4, -13, -1, 1, /
> CCN1C[C@]2(COC(=O)c3ccccc3N)CC[C@H](OC)C34[C@@H]5C[C@H]6[C@H](OC)[C@@H]5[C@](O)(C[C@@H]6OC)[C@@](O)([C@H]13)[C@@H](OC)[C@@H]42
  -1, -2, -17, /, 1, 2, /, 3

High-throughput results: PubChem, Broad Institute

Not all compounds are listed; count on the stated rates, not on these rows.
